CF NFkB block: inhibitors of PAF-induced NF-kB signaling, primary screen, cell-based, GFP fluorescence, uHTS. hit rate 0.86% among 360,000. AID 588850, 2011. inhibition, % at 5 µM. KKLEB NF-kB-GFP reporter, GFP fluorescence overnight;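 active means at least 50% inhibition at 5 µM, scaled per plate between neutral and stimulator controls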;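 further: PAF is a Pseudomonas aeruginosa culture filtrate used as stimulus; plate controls were PAF-stimulated DMSO wells for no effect and unstimulated DMSO wells for full effect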
HIF-2a inh: HIF-2a reporter inhibitors, primary screen, luminescence, 786-0 RCC cells. hit rate 0.72% among 360,000. 786-0 RCC cells HIF-2a reporter, luciferase luminescence, overnight. inhibition, % at 18.8 µM. AID 624352, 2012;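 active means inhibition of the luminescence signal of 40% or more relative to plate controls, in a single-dose primary screen at 18.75 µM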
Peg3 prom inh: Peg3 promoter-driven luciferase inhibitors, primary screen, cell-based, HeLa, luciferase luminescence; hit rate 1.7% among 360,000; AID 588405, 2011; inhibition, % at 20 µM; HeLa PEG-Prom luciferase reporter, overnight;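 active means inhibition of at least 50% at 20 µM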
iPSC survival up: enhancers of single-cell hiPSC survival, primary screen, ATPlite luminescence; survival enhancement, % at 20 µM; hit rate 0.044% among 360,000; 100% = ROCK inhibitor wells, 0% = DMSO; AID 602274, 2012; in the data active means survival enhancement above about 18%;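 further: cells exposed to compounds for 16 hours before the ATP read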
TWEAK Fn14 block: inhibitors of TWEAK-Fn14 signaling, primary screen, luciferase reporter cells, uHTS | TWEAK-stimulated Fn14 reporter cells, luciferase luminescence, 8 h | inhibition, % at 10 µM | hit rate 2% among 360,000; in the data active means inhibition above about 50%
KKLEB cytotox: cytotoxicity in KKLEB CF airway cells, primary screen, cytotoxicity control for CF NF-kB inhibitor project, cell-based, uHTS, fluorescence assay plates; KKLEB CF airway cells viability, ATPlite luminescence, overnight; stronger effect = lower value; cells stimulated with P. aeruginosa culture filtrate; activity change (cytotoxicity), % at 5 µM; hit rate 0.36% among 360,000; AID 602141, 2011;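 active means corrected activity change at or below -50% at 5 µM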
aDG glyco up: activators of alpha-DG glycosylation, primary screen, uHTS, Pro5-aDG cells, AlphaScreen; activation, % at 10 µM; AID 624168, 2012; hit rate 0.22% among 360,000; alpha-DG glycosylation AlphaScreen (IIH6); 0% Pro5, 100% B10-LARGE cell signal;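 active means activation of at least 8% versus controls, or a plate z-score of at least 8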;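 further: Pro5 are CHO cells carrying HIG-tagged alpha-DG that lacks glycosylation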
NR2E3 ag-1: inhibitors of NR2E3-RetCOR corepressor binding, primary screen, NR2E3 agonist project, biochemical, TR-FRET, GST-NR2E3, biotin-RetCOR. Photoreceptor-specific nuclear receptor (Homo sapiens), Q9Y5X4. 1536-well. inhibition of corepressor binding, % at 4.78 µM. hit rate 0.12% among 320,000. AID 2300, 2010;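 active means percent inhibition above the cutoff of mean plus 3 SD of all tested compounds, set per screening campaign, cut at about 20% in these data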;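 further: 0% = DMSO wells and 100% = biotin wells as full block of FRET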
Target sequence (Q9Y5X4 whole entry, looked up): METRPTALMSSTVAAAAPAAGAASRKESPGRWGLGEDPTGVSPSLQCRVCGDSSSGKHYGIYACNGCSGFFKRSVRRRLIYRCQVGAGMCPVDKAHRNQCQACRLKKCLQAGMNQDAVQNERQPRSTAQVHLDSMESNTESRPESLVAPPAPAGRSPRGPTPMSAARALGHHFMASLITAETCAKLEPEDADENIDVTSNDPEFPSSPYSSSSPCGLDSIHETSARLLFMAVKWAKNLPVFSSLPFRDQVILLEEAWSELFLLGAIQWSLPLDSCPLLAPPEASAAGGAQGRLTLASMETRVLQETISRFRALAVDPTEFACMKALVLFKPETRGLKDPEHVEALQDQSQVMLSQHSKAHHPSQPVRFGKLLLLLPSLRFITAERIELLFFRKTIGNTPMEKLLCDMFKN
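Format: 1536-well format; test system: GST-NR2E3 and biotin-RetCOR proteins; read-out basis: percent inhibition of TR-FRET ratio; timing: 5 h incubation at 4 °C; detection: time-resolved FRET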
Shn3 inh set2: reduction of Shn3 3'UTR firefly luciferase signal, primary screen, Schnurri-3 inhibitor project, cell-based, Clone20 osteoblasts, set 2; Clone20 osteoblast Shn3 3'UTR firefly luciferase, 24 h; inhibition, % at 12.5 µM; hit rate 0.52% among 360,000;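 active means mean inhibition of at least 75% with every replicate also reaching 75%; inconclusive means mean inhibition at least 75% but some replicate below; inactive means mean inhibition below 75%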;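 further: 0% = median of neutral control wells and 100% = pilot-screen positive control compound; some compounds past the cut are filed as inactive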
MITF TRPM1 inh: inhibitors of MITF-dependent TRPM1 promoter reporter, primary screen, cell-based, SK-MEL-5, single point, luciferase | hit rate 0.83% among 330,000 | SK-MEL-5 TRPM1 promoter luciferase, 24 h | inhibition, % at 12.5 µM;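 active means mean inhibition across replicates of 60% or more, whatever share of single replicates reaches that level; inconclusive means some that reach 60%, reason not given; inactive means mean inhibition across replicates below 60%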; further: values of inactives mirror those of a sister screen read the other way
NR2E3 ag-2: NR2E3 agonists in two-hybrid cells, primary screen, cell-based, luminescence, CHO-S, Gal4-NCOR/VP16-NR2E3; hit rate 0.35% among 360,000; AID 602229, 2012; luciferase; Photoreceptor-specific nuclear receptor (Homo sapiens), Q9Y5X4; inhibition of corepressor binding, % at 3.98 µM;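 active means inhibition above the mean of all tested compounds plus 3 SD, cut at about 70% in these data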;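 further: 0% = DMSO with NR2E3 transfected cells and 100% = cells lacking NR2E3 construct; higher means lower luciferase signal from less NR2E3 corepressor binding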
* marks the source's active call; other numbers are inactive results; ? = inconclusive; . = not tested or not shown.

SMILES	CF NFkB block	HIF-2a inh	Peg3 prom inh	iPSC survival up	TWEAK Fn14 block	KKLEB cytotox	aDG glyco up	NR2E3 ag-1	Shn3 inh set2	MITF TRPM1 inh	NR2E3 ag-2
Cc1nn(-c2ccccc2)c2nc(C(Cl)(Cl)Cl)[nH]c(=O)c12	-2	6	36	-0.4	12	0	-0.1	3	15	6	-10
O=C(O)c1cc(NCc2cccs2)ccc1N1CCOCC1	0	17	-5	1.5	7	-2	0.0	0	-6	-6	-4
CCC(=O)N1CCN(c2ccc(NC(=O)c3ccc([N+](=O)[O-])o3)cc2)CC1	56*	61*	106*	0.5	-1	-21	-0.6	.	?	80*	35
CCC1Sc2ccccc2N(CC(=O)NCCC(C)C)C1=O (stereo not given)	1	-30	-7	0.4	3	6	0.0	2	-34	-4	-2
Cc1ccc(NC(=S)NCCc2c[nH]c3ccccc23)c(C)c1	6	5	22	-0.4	-17	0	0.1	0	8	5	-4
COc1ccc(C2=NOC(C(=O)Nc3cccc(O)c3)C2)cc1 (stereo not given)	-10	4	-9	-0.8	-7	5	-0.2	3	7	-2	-33
OC(c1ccccc1)(c1nc(-c2ccc3c(c2)OCO3)cs1)C(F)(F)F (stereo not given)	-5	-32	-15	-2.5	1	20	0.0	.	-6	.	-11
COc1ccc(NC(=O)C2(S(=O)(=O)c3ccc(C)cc3)CC2)cc1OC	5	-4	9	-0.5	0	3	0.0	0	-26	-2	-14
CC12CCC(C(=O)Nc3ccccc3N3CCOCC3)(CC1=O)C2(C)C (stereo not given)	8	11	18	-2.5	5	-10	-0.1	7	14	5	-23
Cc1ccc(C(=O)CCC(=O)Nc2ccccc2C)cc1C	-18	-51	-20	-0.5	-13	14	-0.1	.	-6	7	-2
CCn1c(=O)cc(SCC(=O)NCCN2CCN(Cc3ccccc3)CC2)c2ccccc21	-2	-3	11	0.7	2	-8	-0.1	-3	-18	-15	3
O=C1CS/C(=N/N=C/c2c[nH]c3ccccc23)N1	-9	-49	-16	-0.2	-11	13	0.0	-1	-27	.	-16
Cc1cccc(C(=O)NNC(=O)c2ccc(O)cc2)c1	-7	-4	-8	-0.3	-4	9	0.0	3	-3	4	6
CC(C)(C)c1nc(Sc2ccc([N+](=O)[O-])cn2)n[nH]1	14	4	1	0.1	14	-1	0.2	3	-7	6	-17
CC1(C(=O)Nc2ccc(S(=O)(=O)Nc3ncccn3)cc2)CCCC1	23	10	8	-3.1	9	-7	0.4	.	-22	6	-7
Cn1c(/C(C#N)=C/c2ccc(O)cc2)nc2ccccc21	-1	-248	-180	-0.5	-12	6	-0.3	-1	-82	-57	-49
O=C(NNC(=O)c1cccs1)Nc1cccc(Cl)c1	5	10	-6	-2.6	-11	5	-0.2	-1	6	1	10
Cc1nn(S(=O)(=O)c2ccc([N+](=O)[O-])cc2)c(C)c1Sc1ccccc1	25	-6	17	3.0	17	-20	0.2	1	7	7	11
Cc1ccc(NC(=O)CCSc2ccccn2)cc1	-6	-184	-320	0.4	11	-1	0.1	0	-77	-73	-14
CC(=O)N1CCN(S(=O)(=O)c2cccc(C(=O)NC3CCC(C)CC3)c2)CC1 (stereo not given)	-6	-12	-1	2.4	4	-1	-0.1	1	5	-1	19
O=C1NC(Cc2ccccc2)C(=O)N1Cc1cc([N+](=O)[O-])cc2c1OCOC2 (stereo not given)	1	15	21	-0.4	-1	-6	-0.2	-5	74	-4	-5
COc1ccc(Nc2nnc(SCC(=O)Nc3ccc4[nH]c(=O)[nH]c4c3)s2)cc1	-4	-2	-12	-2.6	-19	11	0.0	0	-7	-2	21
N/C(=N/OC(=O)c1ccc(Cl)cc1)c1ncc([N+](=O)[O-])s1	-36	-87	-135	-0.1	18	-5	1.3	-1	-22	-8	3
CC(=O)Nc1cccc(C(=O)OCCCOc2ccc(F)cc2)c1	7	-126	-251	0.5	-19	3	-0.2	3	-41	-46	-18
O=C(O)c1cccc2c1/C(=N/O)c1ccccc1-2	-3	5	0	-0.7	16	-6	-0.1	-5	-8	5	-11
COc1ccc(CN2CCC2(C)C(=O)NCCNC(C)=O)c2ccccc12 (stereo not given)	-8	9	11	-1.0	-7	9	-0.3	.	19	.	-23
Cc1ccc(NC(=O)CSc2nc(O)cc(=O)n2-c2ccc(C)cc2)cc1	20	4	-9	-0.4	11	0	-0.2	1	-16	-1	-5
CCOC(=O)/C(=N\Nc1ccccc1Cl)N1CCN(Cc2ccccc2)CC1	-11	12	34	0.3	-21	-1	-0.3	4	1	-6	18
COc1ccc(Cc2nc(-c3ccc(Br)o3)no2)cc1OC	11	-163	-128	0.0	-3	6	0.3	5	-45	-20	-81
Cc1ccccc1OCC(=O)N=Nc1c(O)n(C)c2ccccc12	-22	-64	-65	-0.1	-21	15	-0.2	0	-36	-12	-29
CCn1cc(S(=O)(=O)NCCc2ccccc2OC)cn1	-20	6	23	-0.2	20	-11	0.3	2	11	2	13
Fc1ccccc1N1CCN(c2nc3ccccc3n3nnnc23)CC1	2	-120	-59	0.4	-1	5	-0.2	0	-18	-33	-29
COc1cccc(C2c3c(oc4ccc(F)cc4c3=O)C(=O)N2CCN2CCOCC2)c1OC (stereo not given)	-6	1	10	0.4	24	5	-0.1	3	-1	.	9
C=C1CCCC2OC(CC3=CC4/C(C)=C/CC(C)CC(/C=C(\C)C(O)C5CC(O)C(O)C(CCC(O)/C=C/C(C)=C/CCC6=NCCC(C3)C64C)O5)OC(=O)CC3OC(C(O)C1)C(O)C3O)CC(O)C2O (stereo not given)	-13	5	20	-0.6	-4	-24	0.1	.	-7	.	-35
Cn1c(SCC(=O)Nc2ccccc2F)nnc1-c1cccnc1	11	-40	-13	-0.6	-15	-5	0.0	-1	-15	-9	-11
COc1cc(/C=N/NC(=O)c2cc(-c3cccn3C)n[nH]2)cc(OC)c1OC	-116	-37	-34	-2.0	44	19	-0.1	-3	22	26	-5
O=c1c2[nH]c3ccc(Cl)cc3c2ncn1CCN1CCCCC1	1	-34	-34	2.6	-22	4	0.4	2	8	-15	-36
O=C(/C=C/c1ccc(OCCCF)cc1)N1CCN(Cc2ccccc2)CC1	1	-11	-2	-0.6	5	13	0.4	1	24	-10	-1
CCC1Oc2ccccc2N(CC(=O)NC2CCCCC2)C1=O (stereo not given)	6	0	13	0.2	21	2	0.4	4	45	8	-20
COC(=O)c1cc2oc(C)cc2n1CC(=O)N(C)c1ccccc1	4	6	22	-0.4	2	3	-0.1	-2	1	-11	-7
N#Cc1nc(COc2ccc(F)cc2)oc1N1CCCC1	16	-3	2	6.8	-2	1	0.2	-1	4	-20	2
Cc1ccc(N(C(=O)CCC(=O)Nc2cc(C)on2)C(C(=O)NC2CCCC2)c2ccncc2)cc1 (stereo not given)	-11	14	0	0.4	-2	6	-0.1	5	0	3	-13
CCCCC(NC(=O)c1cccc(Br)c1)C(=O)O (stereo not given)	-9	9	5	2.0	10	-21	-0.2	2	8	7	-7
CC1=C(C(=O)N(C)C)CC(CC(=O)NCCN2CCOCC2)C(=O)N1Cc1ccc(C(C)(C)C)cc1 (stereo not given)	-10	-3	8	-0.4	6	-1	-0.2	.	-1	.	-7
CCOC(=O)N1CCC(N2CCN(S(=O)(=O)c3ccc([N+](=O)[O-])cc3)CC2)CC1	21	0	-3	1.0	-1	-20	0.3	1	39	17	-12
COc1ccc(-n2c(SCC(N)=O)nnc2-c2cccnc2)cc1	-2	1	5	-1.6	-8	-1	0.0	1	-4	8	0
COC(=O)[C@@]12CCCCN1[C@H](c1ccc(-c3ccc(F)cc3)cc1)[C@@H]1C(=O)N(C)C(=O)[C@@H]12	8	-7	-12	0.2	13	-4	0.0	1	-6	5	-8
COc1ccc(C2=C(C#N)C(=O)OC2)cc1	10	6	15	0.0	-10	3	0.0	-1	-4	15	-6
COc1ccc(C2CC(C(F)(F)F)n3ncc(C(=O)Nc4c(C)n(C)n(-c5ccccc5)c4=O)c3N2)cc1 (stereo not given)	-6	11	0	4.0	-7	11	0.1	0	-4	5	-7
CC(C)CC1C(=O)N(Cc2cn(Cc3ccco3)nn2)CCS(=O)(=O)N1Cc1ccc(-c2cccc(CO)c2)cc1 (stereo not given)	27	14	3	0.5	-11	2	0.1	.	-15	.	-11

(more compounds)
SMILES	CF NFkB block	HIF-2a inh	Peg3 prom inh	iPSC survival up	TWEAK Fn14 block	KKLEB cytotox	aDG glyco up	NR2E3 ag-1	Shn3 inh set2	MITF TRPM1 inh	NR2E3 ag-2
COc1ccccc1NC(=O)COc1ccc2c(c1)OCO2	-12	-138	-104	-0.2	-44	-4	1.3	2	-1	-35	25
Cc1cccc(C)c1NC(=O)c1ccc(-n2cncn2)nc1	2	26	12	0.3	-10	1	3.8*	2	9	26	12
CCn1cc(/C=N\NC(=O)Cc2ccc(Cl)cc2)cn1	12	-11	-1	-1.5	16	-8	-0.2	4	-13	7	-14
CCCCn1c(N)c(N(CCOC)C(=O)c2nn(CC)c(=O)c3ccccc23)c(=O)[nH]c1=O	6	7	-12	-0.4	-3	-7	1.7	0	-4	11	30
O=C(NCCO)Nc1ccc(Cl)cc1	-8	-8	-4	-0.2	-10	0	0.0	-2	-2	-1	10
Cc1ccc(S(=O)(=O)NNC(=O)c2csnn2)cc1	-1	12	2	0.3	-3	0	-0.2	3	-5	5	-8
Cc1cccc(NC(=O)CSc2nnc(CNC(=O)c3cccs3)o2)c1C	-10	24	15	-0.5	-8	10	0.0	2	-4	9	-6
Cc1cccc(NS(=O)(=O)c2cccc3nonc23)c1	15	7	38	-0.1	0	3	0.0	-1	3	-10	-2
CC(Oc1ccccc1)C(=O)NCc1cccnc1 (stereo not given)	-13	10	6	4.9	-2	-5	-0.2	-1	-62	6	4
O=c1onc(-c2ccccc2)n1Cc1ccc([N+](=O)[O-])cc1	17	11	7	0.3	-15	-5	-0.2	.	-16	.	9

Screening results as filed in PubChem BioAssay.
